Assay outcomes deposited in PubChem BioAssay by several laboratories.
phage Ecoli inh: E. coli growth loss with phage present. growth absorbance. inhibition, % at 11.9 µM. 0.26% of 360,000 active. AID 651602; in the data active = inhibition above about 11%
SR-BI DiI-HDL act: enhances SR-BI lipid uptake from DiI-HDL. AID 504775. CHO ldlA[mSR-BI] cells, DiI-HDL uptake fluorescence, 3 h; 100 = double the neutral-control signal. activation, % at 12.5 µM. 0.096% of 320,000 active;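 active = mean replicate activation of at least 60% and every replicate at or above 60%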;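 also: 0% = median plate neutral-control signal and 100% = twice that signal; values of inactives mirror those of a sister screen read the other way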
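Material: SR-BI-overexpressing, LDLR-lacking CHO cells; schedule: compound exposure 3 h, 37 °C; reagent: DiI-labelled HDL at 10 µg/mL final; technique: bottom-read fluorescence, 550/595 nm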
MITF TRPM1 HTS: increases MITF-driven TRPM1 promoter luciferase signal; SK-MEL-5 TRPM1-promoter luciferase, 24 h; % of positive control, neutral wells = 0; activation, % at 12.5 µM; 0.75% of 300,000 active;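 active = mean activation of at least 80% with every replicate also reaching 80%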;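 also: 0% = neutral control wells and 100% = parthenolide positive control wells; values of inactives mirror those of a sister screen read the other way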
AddAB inh: less growth of phage-infected E. coli with AddAB; E. coli expressing H. pylori AddAB, absorbance growth; inhibition, % at 11.9 µM; 0.29% of 330,000 active; in the data active = inhibition above about 12%;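 also: 0% = vehicle wells of infected cells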
CAL PDZ FP-1: human CAL PDZ-peptide interaction inhibition | AID 504414 | inhibition, % at 20 µM | 0.02% of 330,000 active | Q9HD26 | purified CAL PDZ, TMR-peptide fluorescence polarization, 1 h;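 active = highest replicate inhibition of at least 40%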;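 also: plate controls were DMSO neutral control wells for no effect and unlabeled competitor peptide control wells for full effect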
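Test system: purified CerCALP PDZ construct; Compound dosing: one concentration, 20 µM compound; Also added: TMR-labelled reporter peptide T*-PRC34 bound in PDZ groove; Read-out: inhibition from polarization loss; Controls: unlabelled peptide and DMSO controls; Signal: FP readout, S and P plane fluorescence; Incubation: 1 h at RT.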
Tat export inh: inhibitors of E. coli Tat protein transport; E. coli MC4100 TorA-mCherry Tat export, fluorescence; inhibition, % at 10 µM; 0.036% of 340,000 active;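 active = mean replicate inhibition at least 50% and at least half of replicates individually reaching 50%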;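 also: exported cargo escapes ClpAP degradation while cytoplasmic cargo is degraded and loses fluorescence; 0% = median of neutral control wells and 100% = median of NaSCN control wells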
SR-BI HDL uptake: blocks mouse SR-BI lipid uptake from DiI-HDL. Q61009. ldlA[mSR-BI] CHO cells, DiI-HDL uptake fluorescence, 3 h. inhibition, % at 12.5 µM. 0.96% of 320,000 active;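 active = mean replicate inhibition of at least 70% and a set share of replicates each scoring 70 or more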;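 also: 0% = median of neutral control wells and 100% = median of positive control wells; values of inactives mirror those of a sister screen read the other way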
Target sequence (Q61009 whole entry, looked up): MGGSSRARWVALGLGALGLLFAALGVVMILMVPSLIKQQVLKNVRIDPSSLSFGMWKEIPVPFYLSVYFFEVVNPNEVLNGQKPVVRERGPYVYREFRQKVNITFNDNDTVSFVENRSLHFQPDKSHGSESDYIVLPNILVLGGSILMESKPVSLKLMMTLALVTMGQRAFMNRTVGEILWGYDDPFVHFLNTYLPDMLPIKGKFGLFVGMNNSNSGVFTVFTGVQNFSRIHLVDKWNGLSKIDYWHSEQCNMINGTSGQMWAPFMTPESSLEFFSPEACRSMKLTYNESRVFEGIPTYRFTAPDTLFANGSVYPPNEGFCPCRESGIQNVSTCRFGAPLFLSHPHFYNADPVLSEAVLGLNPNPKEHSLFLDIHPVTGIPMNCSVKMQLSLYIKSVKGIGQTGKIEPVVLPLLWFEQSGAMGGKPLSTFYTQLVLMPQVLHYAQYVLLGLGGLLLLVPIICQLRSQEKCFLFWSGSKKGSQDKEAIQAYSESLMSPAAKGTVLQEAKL
Wnt act: activates Wnt/beta-catenin signaling in a reporter cell assay. 1.2% of 300,000 active. activation, % at 9.35 µM. activator, plate reader; in the data active = activation above about 30%, passing the limit was not always enough;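 also: 0% = neutral control wells and 100% = positive control wells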
Ecoli viability: bacterial growth inhibition, counter-screen for AddAB inhibitors; E. coli V3065 growth, OD600 absorbance, 18 h; inhibition, % at 11.9 µM; 0.27% of 330,000 active;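 active = inhibition above the campaign's mean inhibition across all tested compounds plus 3 SD, cut at about 9.9% in these data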;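 also: uninfected addAB+ strain grown without phage in ampicillin broth; 0% = DMSO wells and 100% = ciprofloxacin 0.95 µg/ml wells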
CAL PDZ FP-2: blocks peptide binding to the human CAL PDZ domain | Q9HD26 | purified CAL PDZ, TMR-peptide fluorescence polarization, 1 h | inhibition, % at 24.9 µM | 0.92% of 300,000 active | AID 602252;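 active = mean inhibition of at least 30% with at least half of replicates also reaching 30%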;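 also: 0% = DMSO neutral control and 100% = excess unlabeled competitor peptide PRC23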
* = called active by the depositor; x = no result given.

SMILES	phage Ecoli inh	SR-BI DiI-HDL act	MITF TRPM1 HTS	AddAB inh	CAL PDZ FP-1	Tat export inh	SR-BI HDL uptake	Wnt act	Ecoli viability	CAL PDZ FP-2
COC(=O)[C@@H]1C[C@H]2CC[C@H](O)C[C@H]2N1Cc1ccc(-c2ccccc2)cc1	2.4	-2.6	3.0	-1.1	-0.5	1.6	2.6	-4.6	-1.5	-1.0
COc1ccc(-n2c(=O)c3ccccc3n(CC(=O)NC3CCCCC3)c2=O)cc1OC	1.6	23.7	0.3	-1.7	-1.2	19.8	-23.7	-2.6	-0.3	-4.1
CCOc1ncccc1C(=O)NNC(=O)c1cccc(S(=O)(=O)N2CCOCC2)c1	1.0	-19.0	3.8	-0.5	0.0	6.9	19.0	-0.5	0.3	1.4
CN(C)C(=O)OCC1COc2ccccc2O1 (centres undefined)	-2.2	-5.9	6.6	2.6	1.5	-2.6	5.9	2.0	1.3	-9.0
Cc1ccc(CNC(=O)C(C)OC(=O)c2cccs2)cc1 (centres undefined)	1.4	3.2	-1.7	1.0	-1.3	-2.6	-3.2	x	-0.6	1.1
O=C(Nc1ccc(-c2n[nH]c(=S)o2)cc1)c1ccccc1Br	1.2	17.6	6.8	-0.2	-10.8	9.4	-17.6	1.1	1.2	1.9
Cc1cc(N/N=C/c2ccc(F)cc2)nc(-n2nc(C)cc2C)n1	-0.5	x	x	-3.1	x	x	x	0.2	-2.8	x
COc1ccc2sc(-c3ccccc3OC)c(C#CC(C)(C)O)c2c1	1.0	-39.9	-8.7	-0.6	0.1	15.9	39.9	-1.3	-0.7	-6.9
CCOc1ccccc1NC(=O)Nn1cnnc1	2.5	7.8	-10.8	-1.5	-2.8	-1.7	-7.8	0.3	-0.9	-0.6
O=C(NCc1ccco1)C1CCN(S(=O)(=O)Cc2ccccc2)CC1	-2.4	6.8	1.8	3.3	-0.5	-3.7	-6.8	-1.8	1.9	16.5
CNC(=O)c1ccccc1-c1ccccc1	2.4	19.3	-16.9	1.5	-3.0	1.7	-19.3	11.6	-0.2	-0.3
Cc1ccc(Cn2nnnc2CN2CCC(c3nc4ccc(Cl)cc4[nH]3)CC2)cc1	2.8	-11.6	-7.5	1.0	-2.0	1.4	11.6	x	2.1	-6.5

Eight entries already listed, sorted by SMILES length, rising.
SMILES	phage Ecoli inh	SR-BI DiI-HDL act	MITF TRPM1 HTS	AddAB inh	CAL PDZ FP-1	Tat export inh	SR-BI HDL uptake	Wnt act	Ecoli viability	CAL PDZ FP-2
CNC(=O)c1ccccc1-c1ccccc1	2.4	19.3	-16.9	1.5	-3.0	1.7	-19.3	11.6	-0.2	-0.3
CCOc1ccccc1NC(=O)Nn1cnnc1	2.5	7.8	-10.8	-1.5	-2.8	-1.7	-7.8	0.3	-0.9	-0.6
Cc1ccc(CNC(=O)C(C)OC(=O)c2cccs2)cc1 (centres undefined)	1.4	3.2	-1.7	1.0	-1.3	-2.6	-3.2	x	-0.6	1.1
COc1ccc2sc(-c3ccccc3OC)c(C#CC(C)(C)O)c2c1	1.0	-39.9	-8.7	-0.6	0.1	15.9	39.9	-1.3	-0.7	-6.9
O=C(NCc1ccco1)C1CCN(S(=O)(=O)Cc2ccccc2)CC1	-2.4	6.8	1.8	3.3	-0.5	-3.7	-6.8	-1.8	1.9	16.5
Cc1ccc(Cn2nnnc2CN2CCC(c3nc4ccc(Cl)cc4[nH]3)CC2)cc1	2.8	-11.6	-7.5	1.0	-2.0	1.4	11.6	x	2.1	-6.5
COc1ccc(-n2c(=O)c3ccccc3n(CC(=O)NC3CCCCC3)c2=O)cc1OC	1.6	23.7	0.3	-1.7	-1.2	19.8	-23.7	-2.6	-0.3	-4.1
COC(=O)[C@@H]1C[C@H]2CC[C@H](O)C[C@H]2N1Cc1ccc(-c2ccccc2)cc1	2.4	-2.6	3.0	-1.1	-0.5	1.6	2.6	-4.6	-1.5	-1.0

Next entries
SMILES	phage Ecoli inh	SR-BI DiI-HDL act	MITF TRPM1 HTS	AddAB inh	CAL PDZ FP-1	Tat export inh	SR-BI HDL uptake	Wnt act	Ecoli viability	CAL PDZ FP-2
O=C(O)C1CCCCC1C(=O)Nc1cccc2ccccc12 (centres undefined)	4.4	17.9	-5.9	0.3	1.0	-3.4	-17.9	2.3	-0.7	x
COc1ccc(-c2nc3n(c(=O)c2C#N)CCS3)c(OC)c1	-2.1	x	-3.5	1.2	-1.0	4.3	x	-1.2	0.5	-2.1
CCCn1nnc(NC(=O)c2cccc(OCc3ccccc3)c2)n1	3.8	-19.2	-6.8	-0.9	-0.9	-2.4	19.2	-4.3	-1.9	2.9
CC(C)(C)C(=O)CNS(=O)(=O)c1ccc(S(=O)(=O)NC2CC2)cc1	1.8	-20.0	3.3	1.9	-0.2	-10.7	20.0	0.2	1.2	8.6
Oc1cc(O)cc(-c2cc3ccc(O)cc3o2)c1	2.3	15.4	-10.5	3.9	0.9	5.1	-15.4	1.3	3.2	-1.5
C[C@H]1CN([C@@H](C)CO)C(=O)Cc2cc(NC(=O)Nc3ccccc3)ccc2O[C@H]1CN(C)Cc1ccccc1	2.6	3.3	-2.7	x	-2.3	5.2	-3.3	4.0	x	-2.4
c1cnn(-c2cncc(-n3cccn3)n2)c1	2.8	-0.4	30.2	-0.3	7.3	-7.9	0.4	-2.5	-0.2	-0.1
O=C1/C(=C/c2ccccc2)CCC1C1CCCC1 (centres undefined)	5.0	6.4	68.2	-0.9	-0.5	-4.8	-6.4	7.5	-2.4	-2.0
COc1cccc(-n2nnnc2SCC(=O)NC2CCCC2)c1	4.0	1.9	1.6	2.6	-1.8	3.7	-1.9	0.6	-0.1	-1.4
Cc1cccc2cc(/C=C3\N=C(c4ccccc4)OC3=O)c(N3CCOCC3)nc12	0.9	20.3	-8.2	-0.5	0.1	-2.6	-20.3	x	-1.0	-5.7
CCS(=O)(=O)NCC(c1ccco1)N1CCN(c2ccccc2)CC1 (centres undefined)	2.8	7.8	2.7	1.7	-1.7	-1.2	-7.8	-5.1	0.2	-2.2
COc1ccc2c(-c3ccc(OCCN4CCOCC4)cc3)c(-c3ccccc3OC)sc2c1	x	-20.5	11.2	-1.4	0.4	3.2	20.5	x	-5.2	-2.3
CCOC(=O)C1=NN(c2ccccc2)C2=NC(C)=C(C(=O)OC)C(c3ccc(C)cc3)N12 (centres undefined)	1.3	-13.7	2.2	-1.3	2.1	-0.2	13.7	x	-2.8	-2.4
Cc1cccc(N2CCN(C(=O)c3ccc4ccccc4c3)CC2C)c1 (centres undefined)	4.7	-1.9	-6.3	0.9	-0.9	1.2	1.9	-2.5	0.5	-3.8
CCOC(=O)C1CCCN(C(=O)C2CCN(S(=O)(=O)c3ccc(Cl)c(C(F)(F)F)c3)CC2)C1 (centres undefined)	4.5	22.7	-3.5	x	-2.5	-0.5	-22.7	-3.1	x	-2.2
CC(C)c1ccc(NC(=O)COC(=O)c2nn(C)c(=O)c3ccccc23)cc1	1.0	17.1	x	1.0	-0.7	-8.1	-17.1	-0.9	2.1	0.4
Cc1noc(C)c1CN1C(=O)NC2(CCCCCCC2)C1=O	2.3	-22.2	-3.5	0.8	-0.1	-5.1	22.2	-4.5	-0.6	-0.9
CNC(=O)CSc1cn(CC(=O)N(C(C)C)C(C)C)c2ccccc12	-2.1	5.5	-6.7	0.2	-1.2	14.0	-5.5	-0.9	1.5	-3.5
Cn1nc(C(=O)Nc2ccc(S(=O)(=O)Nc3ncccn3)cc2)ccc1=O	0.6	-2.7	3.6	1.5	1.0	5.6	2.7	2.0	1.1	-1.7
CCN(CC)CCCNC(=S)N(Cc1cccnc1)Cc1cc2cccc(C)c2[nH]c1=O	0.6	13.8	-0.9	1.0	-0.8	7.0	-13.8	-0.9	-4.2	-5.8
COc1ccccc1CNS(=O)(=O)c1cc(C)ccc1OC	1.7	13.7	-0.7	2.1	-1.1	-2.4	-13.7	x	-0.5	-4.3
O=C(NCCN1C(=O)CSC1=O)c1ccccc1	0.8	7.9	-5.2	2.3	0.0	-6.1	-7.9	-0.8	2.2	2.1
O=C(O)COc1ccc(-c2nnn(CC(=O)O)n2)cc1	2.4	21.1	3.2	3.0	-0.8	-5.5	-21.1	x	1.5	x
Cc1ccc(-n2nnnc2SCC(=O)N2CCc3ccccc3C2)c(C)c1	2.0	-2.5	13.3	0.1	-0.6	3.4	2.5	x	-2.5	1.2
CCCNc1cc(=O)n(C)c(=O)n1C	2.9	26.8	-5.3	5.7	1.1	4.3	-26.8	x	1.3	-1.7
Cn1cccc1/C=C1\CC(C(C)(C)C)C/C(=C\c2cccn2C)C1=O (centres undefined)	2.0	6.4	x	0.2	-1.0	-7.9	-6.4	2.2	-0.9	-0.9
CCOc1cc(C)c(Cl)cc1S(=O)(=O)n1ccnc1	5.2	0.9	10.5	4.7	-0.2	-0.3	-0.9	0.2	0.2	6.8
C/C(CC(=O)NC1CCCC1)=N\NC(=O)Cc1cccs1	0.6	1.0	-3.4	-2.1	1.9	0.9	-1.0	x	-4.6	x
Cc1cc2cc(CNC(=O)c3cccs3)ccc2n1C	2.9	-5.8	11.6	4.0	-1.6	4.2	5.8	-1.0	-1.6	3.5
CCNc1nc(NCC)n2c(SCC(=O)Nc3ccc(F)cc3[N+](=O)[O-])nnc2n1	2.2	-14.5	-7.1	3.1	3.5	4.5	14.5	6.0	-1.4	-2.5
CCOC(=O)c1ccc(NC(=O)CSC2=NN3CCCC(=O)N=C3S2)cc1	1.3	5.4	7.3	0.8	-1.8	-4.1	-5.4	1.5	-1.1	5.1
Cc1ccc(NC(=O)c2cc(=O)c3ccccc3o2)cc1S(=O)(=O)N1CCOCC1	1.4	-69.7	-10.4	0.0	-6.6	3.0	69.7	-3.3	-3.1	-10.8
CCOC(=O)N1CCC(NC(=O)CSCc2nc(-c3ccccc3Cl)oc2C)CC1	2.5	-20.3	-4.5	2.3	0.1	3.3	20.3	0.0	-2.0	1.9
Cc1ccc(-c2nnc(Nc3ccc(C(=O)N(C)C)cc3)c3ccccc23)cc1S(=O)(=O)NCC1CCCO1 (centres undefined)	1.4	-18.3	-3.7	2.4	-7.1	-1.2	18.3	-0.5	-1.2	-6.3
CCCc1cc(=O)[nH]c(SCC(=O)NCCN2C(=O)CSC2=O)n1	2.4	11.2	0.7	4.5	-0.3	2.3	-11.2	-3.7	2.4	6.5
Cn1ncc(Br)c1C(=O)Nc1ccc(Cl)cn1	2.2	-5.2	11.5	-0.7	-1.0	0.6	5.2	x	-1.2	0.2
O=C(Cc1cccs1)N1CCC(c2nc3c(nnn3Cc3ccc(F)cc3)c(=O)[nH]2)CC1	2.0	-5.4	0.5	0.6	-2.3	-6.9	5.4	x	-0.4	x
Cc1ccc(CS(=O)Cc2ccc(C(=O)NCc3ccc(OC(C)C)cc3)o2)cc1 (centres undefined)	3.0	-1.1	-2.0	4.4	-2.4	-3.8	1.1	-2.1	1.4	-3.9
COC(=O)c1ccc(-c2noc(CN(Cc3nccn3C)C(C)C)n2)cc1	3.7	5.3	-5.8	2.1	-2.5	-9.6	-5.3	-1.2	-0.4	-3.7
CCOc1ccc2[nH]c3c(NCCOC)ncnc3c2c1	4.4	-9.2	3.3	-0.5	-0.2	2.6	9.2	3.8	0.6	11.9
